Screens deposited in PubChem by National Center for Advancing Translational Sciences (NCATS).
D3 ag = activates the human D3 dopamine receptor | D3R DiscoveRx beta-arrestin cells, luminescence, 90 min | max activation, % | 0.58% of 410,000 active | AID 652048; in the data active means max activation above about 30%; further: 0% is about no effect; mostly tested at two doses, the higher about 12 µM
Target sequence (P35462 whole entry, looked up): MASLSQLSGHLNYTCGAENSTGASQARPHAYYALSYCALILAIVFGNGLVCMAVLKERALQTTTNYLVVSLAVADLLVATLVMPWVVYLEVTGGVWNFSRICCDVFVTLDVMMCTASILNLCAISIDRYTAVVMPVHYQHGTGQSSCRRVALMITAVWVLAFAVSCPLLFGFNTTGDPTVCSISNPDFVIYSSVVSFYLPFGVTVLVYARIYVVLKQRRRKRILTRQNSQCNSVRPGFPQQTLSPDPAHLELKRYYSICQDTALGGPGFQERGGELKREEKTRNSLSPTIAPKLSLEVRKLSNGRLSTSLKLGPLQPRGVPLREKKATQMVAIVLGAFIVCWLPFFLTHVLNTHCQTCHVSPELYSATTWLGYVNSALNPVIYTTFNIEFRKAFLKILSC
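Agonist mode: compounds and dopamine controls were applied to plated cells for 90 min at 37 degrees C after an overnight attachment at 1500 cells/well. Luminescent read-out followed 30 - 60 minutes at room temperature with DiscoveRx detection reagent.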
KB-3-1 cytotox = kills parental KB-3-1 adenocarcinoma cells; KB-3-1 viability, CellTiter-Glo ATP luminescence, 72 h; Potency, µM (highest dose often 46.1 µM), for the others: at the top dose activity change, negative = cytotoxic, hits mostly cytotoxic; 1.4% of 400,000 active; AID 1347075; further: potency means the concentration at half of the fitted maximal effect; on the % scale 0 is the no-effect control and ±100 the full control effect; nearly all actives have a fitted effect of over 60% in size
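KB-3-1 cells, DMEM (no phenol red) + 10% FBS; compound by pin transfer, 72 h, 37 °C. Readout: CellTiter-Glo luminescence after 10 min. Data normalized, curve-fitted.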
SW480 rerep = DNA re-replication induction in SW480 cells; 1.8% of 340,000 active; AID 624297; Potency, µM (highest dose often 46.1 µM), for inactives: at the highest dose re-replication activation, actives largely listed as activators; SW480 DNA re-replication, Hoechst DNA content imaging, 48 h; further: potency means the concentration at half of the fitted maximal effect; % of control where 0% means no effect; nearly all actives have a fitted effect of over 55% in size
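250 cells/well; 23 nL cpd via pin tool; 48 hr, 37 C, 5% CO2; Hoechst 40 min; imager read of total nuclear intensity, ex 405/em 500-530 nm.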
HT1080-NT tox = kills 2HG-producing HT-1080-NT fibrosarcoma cells; HT-1080-NT fibrosarcoma viability, CellTiter-Glo ATP luminescence, 48 h; AID 686970; Potency, µM (top dose mostly 46.1 µM), for the others: top-dose activity, negative = less viability, most hits filed as cytotoxic; 1.6% of 360,000 active;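 further: NT is the 2HG producing partner of a matched IDH1 knockdown line; potency means the concentration at half of the fitted maximal effect; 0% = DMSO-treated cells and -100% = media-only wells without cells; nearly all actives have a fitted effect of over 55% in size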
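Viability by CellTiter-Glo luminescence after 48 h compound exposure at 37C of HT-1080-NT cells (750/well, RPMI, 5% FBS). % activity scaled between DMSO wells and medium-only wells, then curve-fitted and categorized by curve class.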
MCF10A rerep = induces DNA re-replication in MCF 10a normal breast cells; MCF 10A DNA re-replication, Hoechst nuclear intensity, 48 h; Potency, µM (doses to about 46.1 µM), for inactives: at the top dose activity, positive = re-replication, usual class: activators; 2.9% of 350,000 active; AID 624296; further: potency means the concentration at half of the fitted maximal effect; % of control where 0% means no effect; nearly all actives have a fitted effect of over 50% in size
HT1080 IDH1KD tx = kills HT-1080 cells with IDH1 knockdown. HT-1080 IDH1 knockdown viability, ATP luminescence, 48 h. Potency, µM (highest dose often 46.1 µM), inactives show at the top dose activity, negative = toxicity, most hits filed as cytotoxic. 2% of 360,000 active;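 further: potency means the concentration at half of the fitted maximal effect; 0% = DMSO wells and -100% = cell-free medium wells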
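After a 2 h attachment period, IDH1KD HT-1080 cells took pin-transferred compound for 48 h at 37 °C; ATP-based luminescence after 10 min room-temperature reagent incubation reported viability.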
GLP1R cytotox = cytotoxicity in counter-screen for GLP-1R inverse agonists. 0.13% of 410,000 active. AID 624418. HEK293 cAMP-luciferase reporter cells, luminescence, 24 h. Potency, µM (titrated, usually from 38.3 µM), for the others: at the highest dose activity change, negative = inhibition, usual class: inhibitors;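 further: loss of luciferase light is scored as toxicity; potency means the concentration at half of the fitted maximal effect; on the % scale 0 is the no-effect control and ±100 the full control effect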
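1536-well qHTS counterscreen of the MLSMR; 200 cells/uL, 12 h pre-incubation, 23 nL cpd, 24 h at 37 deg C 5% CO2, luciferase detection reagent, 12 min RT, luminescence. Inhibition = undesired.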
IL1B secr inh = blocks inflammasome-driven IL-1 beta release | THP-1 LPS/ATP IL-1B secretion, AlphaLISA, 16 h; hits give low values | activity change, % at 57.5 µM | 4.7% of 360,000 active; in the data active means activity change below about -50%; inconclusive means mostly about -30% to -49%; further: on the % scale 0 is the no-effect control and ±100 the full control effect
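THP-1 cells pretreated 1 hr with compounds (up to 57.5 uM final), then stimulated with LPS (250 ng/mL final) plus ATP (1.25 mM final); secreted IL-1B measured by AlphaLISA after 16 hr, decreased signal indicating inhibition.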
KB-V1 MDR tox = kills drug-selected multidrug resistant KB-V1 cells | KB-V1 MDR cells viability, CellTiter-Glo, 72 h | Potency, µM (highest dose often 46.1 µM), inactives show at the highest dose activity change, negative = cytotoxicity, hits mostly cytotoxic | 3.4% of 400,000 active; further: potency means the concentration at half of the fitted maximal effect; on the % scale 0 is the no-effect control and ±100 the full control effect; nearly all actives have a fitted effect of over 60% in size
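KB-V1 MDR subline cells in DMEM (phenol-red free, 10% FBS) exposed to compounds in qHTS concentration series for 72 h at 37 degrees C. Viability read by CellTiter-Glo luminescence; concentration-effect curves fitted after normalization and correction.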
* = called active by the depositor; i = inactive; ? = inconclusive; nt = no result given; & = joins results of further samples; [ ] = remark or other dose. Unless noted, the call rests on the fitted dose curve; in most records, active means well fitted curve in the direction sought with a large enough effect; inconclusive means small, poorly fitted or top-dose-only effect, or another doubt; inactive means no such curve, though single readings can be large; an effect the other way counts as inactive or inconclusive. Rows are unselected, and some 11% of all compounds hit somewhere here.

No.	Structure	MCF10A rerep	KB-V1 MDR tox	SW480 rerep	KB-3-1 cytotox	GLP1R cytotox	IL1B secr inh	D3 ag	HT1080 IDH1KD tx	HT1080-NT tox
1	C/C(=N\Nc1nc(C)cc(-c2ccccc2)n1)c1ccc(C)o1	26%	?	7%	-23%	?	-2	-1	-10%	0%
2	Cc1cc(C)c(S(=O)(=O)c2cccc(C(F)(F)F)c2)c(=O)[nH]1	0%	12%	-16%	18%	4%	13	-7	11%	9%
3	Cc1cc(C)c(C#N)c(N2CCN(c3ccccc3F)CC2)n1	6%	-17%	-7%	1%	5%	42	0	1%	1%
4	CCOC(=O)[C@]12CCCC=C1N(Cc1ccc(Cl)cc1Cl)C(=O)[C@H](CC(=O)NCc1ccc(C)o1)C2	nt	?	nt	?	-17%	-7	-4	?	?
5	CC(=O)c1cccc(CN2CCN(CCc3ccccc3)C(CCO)C2)c1 (stereo not drawn)	1%	0%	-2%	5%	-13%	-10	-18	-3%	-16%
6	CN(C)S(=O)(=O)c1cc(NC(=O)CN2CCN(c3ccc(O)cc3)CC2)ccc1Cl	5%	-1%	-2%	10%	-8%[0.307 µM]	6	26	-6%	-6%
7	COc1ccc2[nH]cc(CCNC(=O)Cc3ccc(Br)cc3)c2c1	0%	-9%	8%	-1%	14%	-20	0	-13%	2%
8	NC(=O)c1nc(-c2ccco2)nc2c1[nH]c(=O)n2-c1ccc(Cl)c(Cl)c1	27%	-4%	2%	-27%	1%	0	-6	12%	17%
9	COc1cccc(NC(=O)CCC2CCN(C(=O)c3c(C)noc3C)CC2)c1	7%	14%	-1%	5%	-19%	0	0	5%	2%
10	O=C(CSc1ccc(Cl)cc1)Nc1ccc(-c2nc3ccccc3[nH]2)cc1	21µM*	-11%	?	-2%	-26%	-11	6	?	?
11	O=C1c2ccccc2C(=O)N1CCCc1nc(-c2ccccc2)no1	22%	18µM*	-13%	20%	2%	33	7	-1%	22%
12	O=S(=O)(c1cccs1)N1CCN(CCOc2ccc(Cl)cc2)CC1	10%	?	-14%	?	-9%	-59*	19	-15%	-9%
13	CCN1C(=O)CC(NC2CCN(C(=O)c3ccc(F)cc3)CC2)C1=O (stereo not drawn)	2%	-2%	-36%[inhibitor]	11%	16%	i	-4	8%	5%
14	Cn1c(=O)c2c(nc(Br)n2CCCc2ccccc2)n(C)c1=O	5%	0%	1%	1%	48%[activator]	-12	1	-8%	-5%
15	Cc1ccc(S(=O)(=O)N2CCCC(C(=O)NCCC(C)C)C2)cc1 (stereo not drawn)	9%	?	-2%	-2%	7%	24	-3	-18%	-8%
16	COc1cc([N+](=O)[O-])cc(/C=N/NC(=O)Cn2nc(C)cc2C)c1O	?	?	?	?	-17%	7	-25	?	?
17	OCc1cn(-c2ccccc2)nc1-c1cc2ccccc2o1	-1%	-1%	-2%	?	-10%	-16	1	16%	21%
18	CCOc1ccc(S(=O)(=O)Nc2cccc(-c3ccc(N4CCCCCC4)nn3)c2)cc1	2%	3%	-7%	7%	-20%	-22	-6	0%	-17%
19	COCCNC(=O)c1ccc(-n2c(SCc3ccncc3)nc3ccccc3c2=O)cc1	6%	-11%	-5%	25%	-8%	-73*	-5	?	-29%
20	Cc1ccc(S(=O)(=O)NCC(=O)OCC(=O)N2C(C)CCCC2C)cc1 (stereo not drawn)	-1%	5%	-9%	0%	-3%	-30	1	-2%	-5%
21	O=C(N/N=C/c1ccccn1)C1CC1	0%	1%	-12%	-8%	-11%	40	2	7%	3%
22	O=C(CCc1ccccc1)NCCSc1ccccc1	4%	1%	-9%	21%	-4%	24	0	-3%	-11%
23	O=C(N/N=C/c1ccncc1)c1cccc(NC(=O)c2ccccc2Cl)c1	-4%	-2%	-37%[inhibitor]	1%	6%	42	-4	15%	27%
24	Cc1cc2ccccn2c1C(=O)c1ccc([N+](=O)[O-])o1	?	?	21µM*	?	6%[0.307 µM]	-99*	6	16µM*	?
25	Cc1c(C(C)NC(=O)c2ccc3nc(Cc4ccccc4F)oc3c2)cnn1C (stereo not drawn)	0%	-10%	-1%	-9%	-2%	-5	0	-7%	1%

3 compounds from above, arranged by SMILES length, rising:
No.	Structure	MCF10A rerep	KB-V1 MDR tox	SW480 rerep	KB-3-1 cytotox	GLP1R cytotox	IL1B secr inh	D3 ag	HT1080 IDH1KD tx	HT1080-NT tox
21	O=C(N/N=C/c1ccccn1)C1CC1	0%	1%	-12%	-8%	-11%	40	2	7%	3%
14	Cn1c(=O)c2c(nc(Br)n2CCCc2ccccc2)n(C)c1=O	5%	0%	1%	1%	48%[activator]	-12	1	-8%	-5%
12	O=S(=O)(c1cccs1)N1CCN(CCOc2ccc(Cl)cc2)CC1	10%	?	-14%	?	-9%	-59*	19	-15%	-9%

(list continues)
No.	Structure	MCF10A rerep	KB-V1 MDR tox	SW480 rerep	KB-3-1 cytotox	GLP1R cytotox	IL1B secr inh	D3 ag	HT1080 IDH1KD tx	HT1080-NT tox
26	COC(=O)c1cccc(NC(=O)C2C3CCC(C3)C2C(=O)O)c1 (stereo not drawn)	3%	-34%	-1%	-4%	14%	2	16	3%	5%
27	O=C(COC(=O)c1ccc(C(F)(F)F)cc1)Nc1cccc(S(=O)(=O)N2CCCCC2)c1	0%	0%	13%	1%	-8%	0	1	-2%	-1%[9.24 µM]
28	COC(=O)C(NC(=O)CC(C)C)(Nc1nc2c(s1)CCCC2)C(F)(F)F (stereo not drawn)	nt	-18%	nt	0%	0%	nt	2	nt	nt
29	CCOC(=O)c1ccc(NC(=S)N2CCN(Cc3ccccc3)CC2)cc1	5%	5%	-1%	4%	16%	24	-4	-7%	3%
30	Cc1ccc(N2CCN(C(=O)c3ccccc3NC(=O)/C=C\C(=O)O)CC2)cc1	12%	11%	-5%	0%	10%	-8	4	1%	12%
31	CCc1nc2ccc(C(=O)Nc3cc(-c4ccccc4)ccc3OC)cn2c1N(CCN(C)C)CC1CC1	nt	?	nt	?	?	?	-19	18µM*	?
32	CCOC(=O)COc1ccc(CCNC(C)=O)cc1	2%	25%	-6%	11%	6%	21	14	-4%	-3%[9.24 µM]
33	CC(C)CC(NC(=O)C1CCCN1C(=O)[C@@H](C)NC(=O)OCc1ccccc1)C(=O)NCC(N)=O (stereo partly drawn)	-2%	-6%	-18%	1%	5%	6	1	12%	18%
34	O=C(/C=C/c1cccc([N+](=O)[O-])c1)NCC1CCCO1 (stereo not drawn)	0%	0%	-1%	12%	-20%	-7	-6	17%	19%
35	CCCN1C(=O)C2(c3ccccc31)c1c(oc3ccc(C)cc3c1=O)C(=O)N2CCOC (stereo not drawn)	nt	1%	nt	2%	-5%	nt	-2	nt	nt
36	CC(C)c1ccc(S(=O)(=O)N2CCN(CC(O)CN3CCOCC3)CC2)cc1 (stereo not drawn)	18%	2%	-12%	13%	-11%	0	0	3%	6%[9.24 µM]
37	CC(C)(C)C(=O)Nc1ccc(C(=O)OC2CCCCC2)cc1	7%	?	-1%	3%	-8%	-30	-9	?	13µM*
38	CCc1nc2c(OCc3ccc(F)cc3)cccn2c1N(C)C(=O)COc1ccccc1	nt	6.5µM*	nt	23µM*	-13%	0	-1	?	?
39	CN(C)c1ccc(C=NNc2ccccn2)c(Cl)c1	-2%	0%	5%	6%	-7%	9	9	9%	12%
40	Cc1sc(NC(=O)c2ccco2)c(CN2CCC(C)CC2)c1C	?	-18%	2%[9.22 µM]	?	-2%	?	-9	-7%	-7%
41	CCCN1C(=O)/C(=C/c2ccc(C)o2)SC1=Nc1ccc(OC)cc1	16µM*	0%	1%[9.22 µM]	-7%	-2%	-12	-2	?	?
42	Cn1nc(C(C)(C)C)cc1NC(=O)C1(C)CCN1C(=O)Cc1ccc(-c2ccccc2)cc1 (stereo not drawn)	nt	-4%	nt	-2%	-6%	-12	7	?	?
43	Cc1cc(Cl)ccc1NC(=S)Nc1ccccn1	6%	0%	18%	-1%	?	33	-11	4%	0%
44	CCOc1ccc(S(=O)(=O)NCc2cccnc2)cc1NC(=O)c1ccccc1	-11%	-6%	-9%	-10%	0%	-2	6	1%	?
45	COc1cc(/C=N/Nc2nc(Nc3ccccc3)nc(N3CCCCC3)n2)ccc1OCC(=O)O	-3%	-15%	-9%	-1%	-28%	6	-10	26%	2%
46	O=C(Nc1ccc(Cl)c(-c2nc3ccccc3[nH]2)c1)c1ccc2c(c1)OCO2	?	-27%	-8%	?	?	31	-25	-24%	-17%
47	O=C1[C@H](Oc2ccccc2)[C@@H](c2ccccc2)N1c1ccncc1	?	0%	?	0%	-10%	-104*	-5	?	-20%
48	CCCN(CC(=O)Nc1ccc(Cl)cc1Cl)Cc1cc(=O)n2ccsc2n1	17%	?	15%	3%	-12%	-3	0	-12%	-5%
49	CCOC(=O)CSc1ccc2nnc(-c3cccnc3)n2n1	0%	5%	2%	8%	-19%	11	9	2%	8%
50	CC(C)=CCN1CCN(Cc2cn[nH]c2C2CCCCC2)CC1CCO (stereo not drawn)	7%	0%	0%	?	-1%[7.66 µM]	-10	-6	14%	7%
51	Cc1cccc(Nc2c(-c3ccc(O)cc3)nc3ncccn23)c1	?	-3%	41%	-3%	34%[activator]	-4	1	0%	-14%
52	O=C(Nc1ccc(S(=O)(=O)N2CCCC2)cc1)C1CC(=O)N(c2ccc(F)cc2)C1 (stereo not drawn)	-10%	?	-11%	-4%	3%	-9	5	-5%	-9%
53	CN(C)C=NCCn1c(N2CCOCC2)nc2c1c(=O)n(C)c(=O)n2C	11%	-15%	15%	2%	0%	9	-6	-4%	-1%
54	CCOc1ccc(CCNC(=O)C2CCN(S(=O)(=O)N3CCC(C)CC3)CC2)cc1OCC	5%&0%	2.6µM*	10%&-1%	-3%	-3%	1	-17	0%	0%
55	COc1cccc(-c2sc3ccc(OC)cc3c2-c2ccc(C(N)=O)cc2)c1	?	-14%	-1%	0%	-41%	-25	4	-19%	?
